PPARg SRC2 recr = PPARgamma-driven SRC-2 recruitment agonism; hit rate 0.34% among 200,000; activation, % at 8 µM; PPARgamma LBD-SRC-2 recruitment, biochemical; P37231; in the data active = activation above about 22%;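 also: 0% = vehicle and 100% = reference agonist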
Target sequence (P37231 whole entry, looked up, the tested form may be a part): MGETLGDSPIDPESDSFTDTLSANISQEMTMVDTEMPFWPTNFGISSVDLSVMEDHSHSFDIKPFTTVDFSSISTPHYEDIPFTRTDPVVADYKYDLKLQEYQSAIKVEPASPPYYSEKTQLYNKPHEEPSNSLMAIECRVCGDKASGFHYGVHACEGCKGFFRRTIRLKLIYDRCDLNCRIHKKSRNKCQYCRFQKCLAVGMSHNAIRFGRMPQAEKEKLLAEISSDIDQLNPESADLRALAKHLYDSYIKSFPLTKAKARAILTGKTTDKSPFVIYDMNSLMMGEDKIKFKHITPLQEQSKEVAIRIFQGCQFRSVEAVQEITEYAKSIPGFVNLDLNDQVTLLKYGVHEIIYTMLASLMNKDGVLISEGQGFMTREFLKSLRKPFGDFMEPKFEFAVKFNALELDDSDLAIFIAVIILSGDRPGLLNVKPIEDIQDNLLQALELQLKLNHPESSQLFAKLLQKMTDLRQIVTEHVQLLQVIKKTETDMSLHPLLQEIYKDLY
RAM inhibit = blocks the yeast RAM network. S. cerevisiae dse1pr::URA3 reporter, 5-FOA growth OD615, 2 d; analog-sensitive cbk1-as2 kinase mutant strain. inhibition, % at 50 µM. hit rate 1.8% among 190,000;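 active = inhibition above a set limit, 3 SD over mean compound inhibition, cut at about 8.4% in these data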;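 also: 0% = DMSO-only wells with no growth and 100% = 10 µM 1-NA-PP1 full growth; inhibition rescues growth on 5-FOA so higher OD means more RAM inhibition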
TR-FRET SRC-2 ct = flags TR-FRET format artefacts in PPARgamma SRC-2 recruitment agonist screen; TR-FRET artefact counter-screen; stronger effect = higher value; TR-FRET ratio at 8 µM; hit rate 0.4% among 200,000; AID 1049; in the data active = TR-FRET ratio above about 2000; also: inactives centre near 1500; reference of the scale not given here
Redox H2O2 prof = compounds producing H2O2 with reducing agent – biochemical, NIH compound library profiling, artefact control for MLSCN library redox annotation, primary screen. DTT-dependent redox cycling H2O2, phenol red/HRP absorbance; 100% = 100 µM peroxide control, 0% = buffer. activation, % at 10 µM. hit rate 0.03% among 200,000;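 active = activation of at least 50% relative to the plate's high and low controls in the primary single-dose screen; inactive = activation below 50%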;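 also: compound incubated with DTT at 0.8 mM final as the reducing agent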
S1P3 antag = blocks the human S1P3 receptor | CHO S1P3 NFAT-BLA reporter, FRET fluorescence, antagonist mode | hit rate 0.27% among 170,000 | inhibition, % at 4.98 µM | Q99500 | AID 485;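 active = inhibition above the plate cutoff, the mean inhibition of test wells on that plate plus 3 SD, cut at about 28% in these data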;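 also: cells challenged with S1P at its EC80 of 0.8 µM; blue over green emission ratio from cleaved BLA substrate after 4 h stimulation; 0% = S1P-stimulated wells and 100% = unstimulated DMSO-only wells; some compounds past the cut are filed as inactive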
Lmaj promast = Leishmania major promastigote growth inhibition; Leishmania major promastigotes, resazurin fluorescence viability; inhibition, % at 10 µM; hit rate 9% among 200,000; in the data active = inhibition above about 50%;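 also: promastigotes grown with compound for 44 hours at 28 °C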
ROMK primary = modulators of human ROMK potassium channel. B-score at 10 µM. hit rate 2% among 130,000. Tet-inducible ROMK, thallium flux fluorescence; actives lie on both sides. AID 1918. P48048;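 active = signal ratio slope over the read window, or its plate-corrected B-score, at least 3 SD from the plate mean, either direction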;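 also: B-score of the F/F0 ratio slope over 7 to 12 s after thallium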
Target sequence (P48048 whole entry, looked up): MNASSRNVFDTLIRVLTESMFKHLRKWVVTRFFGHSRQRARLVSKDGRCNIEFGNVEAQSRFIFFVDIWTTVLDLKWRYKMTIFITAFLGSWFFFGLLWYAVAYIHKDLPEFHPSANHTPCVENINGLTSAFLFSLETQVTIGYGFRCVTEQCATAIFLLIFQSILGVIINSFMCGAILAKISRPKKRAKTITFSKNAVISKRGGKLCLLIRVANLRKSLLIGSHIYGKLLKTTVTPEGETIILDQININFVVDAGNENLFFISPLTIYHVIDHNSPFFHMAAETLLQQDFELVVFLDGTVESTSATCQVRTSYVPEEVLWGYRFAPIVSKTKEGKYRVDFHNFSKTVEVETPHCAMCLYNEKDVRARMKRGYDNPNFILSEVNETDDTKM
bIAP inhibitor = blocks bovine intestinal alkaline phosphatase activity; 190,000 tested, under 10 active; inhibition, % at 20 µM; purified bovine IAP, CDP-star luminescence, 30 min;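 active = over 50% inhibition of intestinal alkaline phosphatase at 20 µM in the single-dose screen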
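System: Purified bovine intestinal alkaline phosphatase (IAP) enzyme | Input: IAP diluted 1/65,000,000 in the well | Also added: CDP-star chemiluminescent phosphatase substrate, 30 µM final | Dosing: 20 µM single dose | Times: Enzyme reaction for 30 min at room temperature | Detection: Luminescence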
HMGR II inh = E. faecalis class II HMG-CoA reductase inhibition; purified E. faecalis HMGR, NADPH absorbance 340 nm kinetic; inhibition, % at 10 µM; AID 1066; hit rate 0.41% among 190,000;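 active = inhibition above a set limit, the median over all tested compounds plus 3 SD, cut at about 9.5% in these data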;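 also: enzyme runs in reverse so mevalonate oxidation gives rising NADPH absorbance; 0% = complete reaction with DMSO and 100% = background rate lacking mevalonate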
PPARg SRC3 recr = promotes SRC-3 coactivator recruitment by human PPARgamma. activation, % at 8 µM. P37231. hit rate 0.26% among 200,000. biochemical PPARgamma/SRC-3 coactivator recruitment assay. AID 731; in the data active = activation above about 23%;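 also: 0% = DMSO and 100% = reference agonist; some compounds past the cut are filed as inactive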
PPARg SRC-1 ag = PPARgamma-driven SRC-1 recruitment agonism. P37231. PPARgamma-SRC-1 coactivator recruitment biochemical assay. activation, % at 8 µM. hit rate 0.41% among 200,000; in the data active = activation above about 19%;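 also: 0% = DMSO and 100% = reference agonist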
Starred values were filed as active, the others as inactive; nt = not tested or not shown.

SMILES	PPARg SRC2 recr	RAM inhibit	TR-FRET SRC-2 ct	Redox H2O2 prof	S1P3 antag	Lmaj promast	ROMK primary	bIAP inhibitor	HMGR II inh	PPARg SRC3 recr	PPARg SRC-1 ag
CC(=O)N1c2ccccc2C(=O)OC1c1cccnc1 (stereo not drawn)	2	-0.1	1672	-0.8	-28	-1	0.63	2	-3	7	6
Cc1c(C(=O)NCCCN2CCOCC2)sc2ncnc(N3CCN(c4ccccc4)CC3)c12	-4	-0.8	1537	-2.0	-15	2	-0.76	3	-3	0	2
CCc1ccccc1NC(=O)N[C@@H](C)C(=O)OC	10	1.1	1658	-0.4	-41	-6	-0.17	-6	-4	5	5
COc1ccc(-c2csc(N)n2)cc1F	9	2.2	1696	-0.2	-3	-4	-0.0032	-12	-1	7	9
Cc1ccccc1-n1ncc2c([N+](=O)[O-])cc([N+](=O)[O-])cc21	-1	-1.2	1550	-3.4	nt	100*	nt	8	0	-3	0
O=C(N/N=C\c1cn[nH]c1-c1ccccc1)c1cccnc1	8	1.7	1572	0.5	nt	-8	-0.56	-46	1	-1	8
Cc1sc2nc(SCC(=O)NCc3ccco3)n(-c3ccccc3)c(=O)c2c1C	-3	2.4	1571	2.6	-5	-7	-0.14	11	0	1	9
CCc1cc(=O)oc2c(CN3CCCC3)c(O)c(Cl)cc12	-6	-0.7	1365	-0.4	nt	2	-0.47	1	-3	-9	-7
CC1=C(C(=O)O)N2C(=O)C(NC(=O)c3nn(C)cc3Cl)C2SC1 (stereo not drawn)	-1	0.4	1527	2.0	nt	-6	nt	-2	-4	-5	-2
CCOC(=O)CSc1nnc(CNc2ccc(Cl)cc2)n1Cc1ccccc1	12	5.1	1582	-0.4	nt	-8	-3.8*	6	-4	7	-2
O=C(N/C(=C\c1ccc(Br)cc1)C(=O)N1CCCC1)c1cccs1	1	0.4	1432	-0.4	-22	16	-0.23	2	-4	6	-1
O=C(c1ccc2c(c1)OCO2)C1CCCN(Cc2cc(F)ccc2-n2cccn2)C1 (stereo not drawn)	3	0.1	1536	-0.1	-1	40	0.16	4	-1	-1	-1
CCN(CC)CCCN(Cc1cc2cc3c(cc2[nH]c1=O)OCCO3)C(=O)Nc1ccccc1	9	0.1	1709	0.8	-4	10	nt	-5	-10	0	10
O=C(CCSc1ccccc1)N1CCCC1	5	0.4	1750	-0.3	-3	-1	0.32	-25	3	-1	-6
COc1cccc(CNC(=O)CCC2CCCN(C(=O)c3cccc(Cl)c3)C2)c1 (stereo not drawn)	2	1.8	1524	-0.9	3	3	0.054	-7	-4	3	1
O=C(Nc1ccncc1)c1cn(-c2ccccc2)nc1-c1cccs1	3	-0.8	1391	0.4	nt	95*	1.2	6	13*	-4	2
COC(CN(C)C(C(=O)NC1CCCCC1)c1ccccc1)OC (stereo not drawn)	8	3.3	1581	-0.8	-18	-6	1.1	6	-4	3	-1
O=C(NNC(=O)c1ccc(F)cc1)C(=O)N1CCCCC1	8	3.2	1608	-0.6	-15	95*	0.77	9	-3	1	8
CC(=O)Nc1ccc(NC(=O)N2CCCCC2)cc1	5	3.1	1679	-0.6	-3	-8	nt	2	1	7	7
Cc1occc1C(=O)N/N=C/c1cnn(C)c1C	1	0.5	1557	0.8	nt	-6	-0.013	13	-2	-4	7
CCCCc1ccc(NC(=S)NCCO)cc1	0	-0.3	1452	7.9	-3	-1	0.13	13	-6	-5	5
CCCc1cc(=O)[nH]c(SCC(=O)c2cc(C)n(-c3cc(C)on3)c2C)n1	1	6.0	1679	-1.0	-10	-5	-0.98	5	3	0	0
CC(=O)C1=C(O)C(=O)N(c2cc(C(C)(C)C)on2)C1c1ccc(Br)cc1 (stereo not drawn)	4	3.7	1485	0.4	4	12	-0.02	22	1	0	2
CCC(=O)c1ccc(OC(=O)c2cnccn2)cc1	-1	-0.3	1696	-0.3	-1	-5	1.7	-10	-4	3	1
CC(=O)OCCNC(=O)c1cccnc1	4	2.9	1515	0.0	nt	-7	-0.47	10	-10	-1	2
CCOc1ccc(NC(=S)Nc2ccc(OCc3ccccc3)cc2)cc1	6	2.2	1548	0.8	7	52*	0.4	-3	-2	-3	-3
CC1(C)N=C(N)NC(Nc2cccc(Br)c2)=N1	4	-0.9	1399	0.1	nt	6	-0.86	-8	-1	4	3
N#Cc1ccc(NC(=O)c2cc(=O)c3ccccc3o2)cc1	-3	1.8	1549	-1.9	-18	-4	-0.99	-4	-1	-4	-1
O=C(CN1C(=O)C2CC=CCC2C1=O)Nc1nc2ccc(F)cc2s1 (stereo not drawn)	8	0.6	1932	-1.9	-6	-10	0.78	-14	-2	4	5
O=C1CCC(=O)N1OCCCOc1ccc(Br)cc1Cl	-3	0.6	1370	0.4	-7	8	-0.88	33	-3	0	0
CCOc1ccccc1NC(=S)NNS(=O)(=O)c1c(C)cc(C)cc1C	-13	4.3	1470	0.5	4	24	-0.94	-33	-2	-1	-2
O=C(NCCc1ccccc1)c1cnc2n(c1=O)CCS2	6	1.9	1671	-0.7	14	-6	-0.79	6	5	5	0
COc1ccc(OC)c(N(CC(=O)Nc2cccc(C(F)(F)F)c2)S(C)(=O)=O)c1	-5	2.4	1441	-0.2	-10	10	-0.61	-6	2	4	1
CCC1(c2ccccc2)NC(=S)N(c2ccc(C)c(C)c2)N1 (stereo not drawn)	2	5.0	1581	0.1	-8	12	0.61	8	-3	12	-5
CCCCOC(=O)c1ccc(NC(=O)C2CCCO2)cc1 (stereo not drawn)	9	0.8	1439	-0.5	-16	4	nt	14	-2	8	0
O=C(CSc1nnc(SCc2cccc3ccccc23)s1)N/N=C/c1c[nH]c2ccccc12	1	4.1	1744	0.0	-7	5	nt	18	-8	3	5
COc1ccc(OCC(=O)Nc2cccc(C(=O)Nc3ccccc3C(=O)O)c2)cc1	2	2.9	1466	-0.4	-8	39	nt	8	-3	-3	0
Cc1cccc(NC(=O)CSc2nc(COc3ccccc3)nc3ccccc23)c1C	8	1.6	1586	-3.3	nt	29	nt	7	4	7	2
CCCCN(CCCNC(=O)C1CCCN(S(=O)(=O)CC)C1)Cc1ccccc1 (stereo not drawn)	-1	0.9	1326	3.0	-19	35	nt	-8	0	-8	-2
CCCCCn1c(=O)c(C(=O)OCC)c(O)c2ccccc21	3	9.0*	1584	-2.4	-34	-8	nt	-1	-5	-4	-1

Whole records as entered above. Screens in order: PPARg SRC2 recr, RAM inhibit, TR-FRET SRC-2 ct, Redox H2O2 prof, S1P3 antag, Lmaj promast, ROMK primary, bIAP inhibitor, HMGR II inh, PPARg SRC3 recr, PPARg SRC-1 ag
Profile of `CCCCN(CCCNC(=O)C1CCCN(S(=O)(=O)CC)C1)Cc1ccccc1` (stereo not drawn) → -1, 0.9, 1326, 3.0, -19, 35, nt, -8, 0, -8, -2
Profile of `O=C(CSc1nnc(SCc2cccc3ccccc23)s1)N/N=C/c1c[nH]c2ccccc12` → 1, 4.1, 1744, 0.0, -7, 5, nt, 18, -8, 3, 5
Profile of `N#Cc1ccc(NC(=O)c2cc(=O)c3ccccc3o2)cc1` → -3, 1.8, 1549, -1.9, -18, -4, -0.99, -4, -1, -4, -1
Profile of `CCCCOC(=O)c1ccc(NC(=O)C2CCCO2)cc1` (stereo not drawn) → 9, 0.8, 1439, -0.5, -16, 4, nt, 14, -2, 8, 0
Profile of `O=C(NCCc1ccccc1)c1cnc2n(c1=O)CCS2` → 6, 1.9, 1671, -0.7, 14, -6, -0.79, 6, 5, 5, 0

Next section
SMILES	PPARg SRC2 recr	RAM inhibit	TR-FRET SRC-2 ct	Redox H2O2 prof	S1P3 antag	Lmaj promast	ROMK primary	bIAP inhibitor	HMGR II inh	PPARg SRC3 recr	PPARg SRC-1 ag
Cc1oc2ccc(O)c(CN(C)C)c2c1C(=O)c1ccccc1	-1	-0.8	1676	-0.1	0	25	nt	-16	-4	4	5
CCOc1ccc(C2C(C(=O)OC)=CN(CCOC)C=C2C(=O)OC)cc1	17	-0.3	1605	-1.3	10	-4	nt	-34	-10	-2	6
CC(C)Oc1ccc(N2CC(C(=O)OCC(=O)NCc3ccccc3)CC2=O)cc1 (stereo not drawn)	2	-0.4	1492	-1.3	nt	-6	0.56	1	-1	6	12
COc1ccc(Cl)cc1N1CCN(CCNC(=O)Nc2ccccc2C)CC1	4	-0.9	1653	1.2	14	27	nt	-25	-8	-15	-1
O=C(CNC(=O)c1ccccc1O)N/N=C/c1cc(Br)ccc1OC(=O)/C=C/c1ccco1	6	5.4	1703	-0.5	3	68*	0.12	-26	2	2	3
CC(C)(C)NC(=O)CSc1nnnn1C(C)(C)C	6	0.5	1512	-0.5	-18	-7	-0.36	-5	-6	-2	8
Cc1cccc(NC(=O)NNC(=O)COc2ccc(Cl)cc2)c1	6	5.1	1548	0.1	-11	-4	0.11	-10	2	5	-1
COc1ccc(CNC(=O)CCSCc2cccc(Cl)c2)c(OC)c1	2	1.8	1691	0.1	0	-1	nt	-4	-3	2	1
O=C(Oc1ccc(-c2nnco2)cc1)N1CCOCC1	3	-0.2	1405	1.8	7	0	nt	12	-4	-6	1
Cc1cccc(C)c1OCC(=O)NNC(=O)Nc1ccc(Cl)cc1	3	1.6	1496	0.0	nt	0	0.3	8	-6	-13	-7
CCCCN(C)C(=O)Cc1c(OC)ccc2cc(Br)ccc12	4	3.0	1720	0.3	13	-3	0.0039	13	-3	2	11
COC(=O)/C(=C/N(C)C)C(=O)N1CCN(c2ccc(Cl)c(Cl)c2)CC1	4	0.1	1472	-1.1	-19	-11	0.29	11	9	3	1
O=C1CCCCC1C(Nc1ccc(Cl)cc1)c1ccccc1 (stereo not drawn)	6	0.5	1563	0.3	nt	18	0.078	24	-6	7	-2
O=C(c1ccccc1)c1cncc(Br)c1	10	4.8	1451	0.6	-8	-4	0.44	7	-2	1	0
CCOC(=O)c1[nH]c(C)c(C(=O)Nc2ccc(C)c(C)c2)c1C	0	1.3	1679	0.2	-5	16	nt	4	-8	7	-6
Cc1cc(C)c2c(CC(=O)NCc3ccco3)coc2c1	4	1.8	1542	2.6	-15	2	0.73	8	7	5	5
COc1nc(N(C#N)CC(N)=O)nc(N2CCCC2)n1	-2	1.3	1410	1.4	-2	10	-0.49	-8	-7	-15	1
CCOC(=O)c1ccc(NC(=S)N2CCC(O)CC2)cc1	-1	0.4	1673	0.0	-3	-2	0.95	15	0	-2	-3

Gathered by group, the entries above with two or more sulfur atoms.
SMILES	PPARg SRC2 recr	RAM inhibit	TR-FRET SRC-2 ct	Redox H2O2 prof	S1P3 antag	Lmaj promast	ROMK primary	bIAP inhibitor	HMGR II inh	PPARg SRC3 recr	PPARg SRC-1 ag
Cc1sc2nc(SCC(=O)NCc3ccco3)n(-c3ccccc3)c(=O)c2c1C	-3	2.4	1571	2.6	-5	-7	-0.14	11	0	1	9
CCOc1ccccc1NC(=S)NNS(=O)(=O)c1c(C)cc(C)cc1C	-13	4.3	1470	0.5	4	24	-0.94	-33	-2	-1	-2
O=C(CSc1nnc(SCc2cccc3ccccc23)s1)N/N=C/c1c[nH]c2ccccc12	1	4.1	1744	0.0	-7	5	nt	18	-8	3	5

Screens: PubChem, several laboratories
